# Screening data from PubChem.
# DAGLB inhibitor – DAGLB lipase inhibitors, primary screen, biochemical, fluorescence, HTS; Diacylglycerol lipase-beta (Homo sapiens), Q8NCG7; HEK293T DAGLB membrane lysate, EnzChek fluorogenic substrate; inhibition, % at 5.17 µM; hit rate 0.059% among 340,000; AID 504411, 2011; in the data active means inhibition above about 34%;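 further: 0% = enzyme with vehicle and 100% = wells lacking enzyme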
# Target sequence (Q8NCG7 whole entry, looked up): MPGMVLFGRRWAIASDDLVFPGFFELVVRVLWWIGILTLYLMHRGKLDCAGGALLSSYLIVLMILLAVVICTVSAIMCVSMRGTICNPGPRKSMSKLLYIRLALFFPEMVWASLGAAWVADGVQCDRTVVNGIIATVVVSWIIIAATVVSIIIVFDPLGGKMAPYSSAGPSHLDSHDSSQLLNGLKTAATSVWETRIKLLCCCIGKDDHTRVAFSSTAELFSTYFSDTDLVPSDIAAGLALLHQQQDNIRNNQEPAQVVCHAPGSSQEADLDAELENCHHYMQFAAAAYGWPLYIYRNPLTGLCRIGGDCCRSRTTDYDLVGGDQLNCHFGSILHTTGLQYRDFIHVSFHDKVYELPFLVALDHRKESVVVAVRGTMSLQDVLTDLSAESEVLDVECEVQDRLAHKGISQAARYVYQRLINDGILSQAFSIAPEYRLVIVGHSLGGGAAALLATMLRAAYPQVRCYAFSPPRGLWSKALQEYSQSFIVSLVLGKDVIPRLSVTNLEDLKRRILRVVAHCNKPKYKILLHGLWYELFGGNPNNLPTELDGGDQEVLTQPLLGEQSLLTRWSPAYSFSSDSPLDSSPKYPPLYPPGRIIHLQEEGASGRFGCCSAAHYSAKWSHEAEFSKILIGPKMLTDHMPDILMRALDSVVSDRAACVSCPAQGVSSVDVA
# Pemphigus Ab inh – inhibitors of pemphigus antibody binding to DSG3, primary screen, biochemical, bead-based, flow cytometry, scFv-GFP | DSG3-coupled beads, scFv-anti-DSG3-GFP binding; hits give low values | Desmoglein-3 (Homo sapiens), P32926 | hit rate 0.48% among 310,000 | binding (percent of control), % at 10 µM;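 active means binding more than 3 SD below its plate's average and above zero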;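 further: hits lower antibody fragment binding to DSG3; some compounds called inactive have numbers as strong as hits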
# PKA-R1A activ – activators of PKA-R1A holoenzyme, primary screen, biochemical, fluorescence polarization, Cy5-IP20, bovine R1A, mouse PKAc; PKA-R1A dissociation; scaled: DMSO 0%, 113 µM cGMP 100%; activation, % at 11.4 µM; hit rate 0.083% among 340,000; AID 504707, 2011;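 active means percent activation above the mean of all tested compounds plus 3 SD, cut at about 19% in these data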;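 further: higher means more PKAc released from R1A so a rise in polarization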
# V-ATPase pHluor – regulators of yeast V-ATPase proton pumping, primary screen, pHLuorin cytosolic pH fluorescence; S. cerevisiae; response, % at 10 µM; hit rate 0.37% among 350,000; in the data active means response mostly above about 7.3%, no sharp cut-off; inactive means mostly below about 5.4%; further: actives read high; inactives centre near 0; some compounds called inactive have numbers as strong as hits; reference of the scale not given here
# HTR5A ag – HTR5A agonists in luminescence cell assay, primary screen, counter-screen for OPRM1-OPRD1 heterodimer agonist project, full-deck HTS. 5-hydroxytryptamine receptor 5A (Homo sapiens), P47898. cell-based. activation, % at 9.3 µM. hit rate 0.61% among 340,000. AID 504692, 2011; in the data active means activation mostly above about 9.5%, no sharp cut-off; inactive means mostly below about 7.6%;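 further: 0% = cells with vehicle only and 100% = reference agonist; strong numbers were not always called active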
# Target sequence (P47898 whole entry, looked up): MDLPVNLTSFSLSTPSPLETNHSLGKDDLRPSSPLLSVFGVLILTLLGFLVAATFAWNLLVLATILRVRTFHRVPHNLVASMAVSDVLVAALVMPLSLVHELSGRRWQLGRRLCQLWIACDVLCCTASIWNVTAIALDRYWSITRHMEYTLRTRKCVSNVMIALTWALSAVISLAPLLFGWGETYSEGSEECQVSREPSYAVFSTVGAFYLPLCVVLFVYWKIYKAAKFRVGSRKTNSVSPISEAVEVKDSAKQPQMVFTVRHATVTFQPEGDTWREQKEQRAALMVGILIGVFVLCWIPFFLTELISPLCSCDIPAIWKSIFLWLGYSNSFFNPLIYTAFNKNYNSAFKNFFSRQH
# HTR5A inv ctr – HTR5A inverse agonists in luminescence cell assay, primary screen, counter-screen for OPRM1-OPRD1 heterodimer inverse agonist project, full-deck HTS; 5-hydroxytryptamine receptor 5A (Homo sapiens), P47898; HTR5A cell line, inverse agonism; inhibition, % at 9.3 µM; hit rate 0.083% among 340,000; AID 504634, 2011; in the data active means inhibition mostly above about 23%, no sharp cut-off; inactive means mostly below about 18%;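 further: 0% = cells with DMSO and 100% = no-cell wells with DMSO; some compounds called inactive have numbers as strong as hits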
# Arrestin-AP2 inh – inhibitors of beta-arrestin/AP2 binding, primary screen, biochemical, GPCR trafficking, flow cytometry. beta-arrestin 1 C-terminal peptide binding to AP2 beta2-adaptin appendage (human). FITC-arrestin peptide / GST-AP2 beads; AP2 beta2 appendage carries R879A mutation. inhibition, % at 10 µM. hit rate 0.31% among 340,000;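 active means inhibition above a set limit, near 3 SD of compounds lacking own fluorescence, cut at about 54% in these data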;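 further: plate controls were DMSO wells for no effect and 5 µM unlabelled arrestin peptide for full effect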
#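 System: GST-AP2 R879A glutathione beads | Also added: FITC-arrestin peptide, 50 nM | Times: 12 min plus 1 h, RT | Signal: Bead flow cytometry, FITC channel | Buffer or medium: PBS with 0.05% Tween 20 and 0.1% BSA | Read-out basis: Percent drop in bead-associated FITC signal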
# PKA-R2B act – activators of PKA-R2B holoenzyme, primary screen, biochemical, fluorescence polarization, Cy5-IP20, human. cAMP-dependent protein kinase catalytic subunit beta (Homo sapiens) + cAMP-dependent …. hit rate 0.079% among 340,000. PKA-R2B holoenzyme dissociation; R2B truncated from residue 108, S112A mutant; 0% DMSO only, 100% 113 µM cGMP. activation, % at 11.4 µM. AID 504700, 2011;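 active means activation above a cutoff set at the mean over all compounds plus 3 SD, cut at about 18% in these data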;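 further: higher means more holoenzyme dissociation and a rise in polarization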
# OPRM1-OPRD1 ag – agonists of OPRM1-OPRD1 heterodimerization, primary screen, cell-based, luminescence; Mu-type opioid receptor (Homo sapiens) + Delta-type opioid receptor (Homo sapiens), …; cells; activation, % at 9.3 µM; hit rate 0.3% among 340,000; AID 504326, 2011; in the data active means activation above about 18%;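 further: 0% = vehicle-treated cells and 100% = reference agonist; values of inactives mirror those of a sister screen read the other way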
# OPRM1-OPRD1 inv – inverse agonists of MOR-DOR heterodimerization, primary screen, cell-based, luminescence | inhibition, % at 9.3 µM | cell-based MOR-DOR heterodimer luminescence, inverse agonism | hit rate 0.21% among 340,000 | AID 504357, 2011; in the data active means inhibition above about 22%, passing the limit was not always enough;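 further: 0% = cells with DMSO and 100% = wells without cells with DMSO; values of inactives mirror those of a sister screen read the other way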
# Starred values were filed as active, the others as inactive; . = not tested or not shown. No enrichment for hits (roughly 2.4% active in at least one column).
mol	OPRM1-OPRD1 inv	HTR5A inv ctr	Pemphigus Ab inh	Arrestin-AP2 inh	HTR5A ag	OPRM1-OPRD1 ag	V-ATPase pHluor	PKA-R1A activ	DAGLB inhibitor	PKA-R2B act
O=C1CCCCC1C(=O)c1cn(-c2ccc(Cl)c(Cl)c2)nn1 (configuration not stated)	-29	6	114	-10	-2	5.8	-1	1	0	-4
Cc1ccccc1S(=O)(=O)Nc1ncc(C(F)(F)F)cc1Cl	19	17	108	-6	-6	-3.7	0	-5	3	-4
CC(C)(C)OC(=O)C(C1NC(C(=O)O)C(C)(C)S1)N1C(=O)c2ccccc2C1=O (configuration not stated)	13	0	125	-4	0	-2.5	4	7	3	-5
Nc1nnnn1NCc1cccc(OCc2ccccc2)c1	15	-17	93	-3	-5	-2.7	3	3	-1	-1
CCOC(=O)C1CCN(c2ncnc3c2oc2ccccc23)CC1	5	-14	98	1	-1	-0.9	2	0	-4	-12
COc1ccc(C(=O)CC(=O)C(=O)Nc2cc(OC)ccc2OC)cc1	18	-2	89	7	0	-3.6	3	0	-2	-2
O=C(NCc1ccco1)c1cccc(-c2nnc(-c3ccccc3)o2)c1	5	-13	97	8	4	-0.9	0	-4	-3	10
O=C(C1CCCN(S(=O)(=O)c2cccc3nsnc23)C1)N1CCCCCC1 (configuration not stated)	12	-31	103	1	-3	-2.4	-3	1	-3	10
O=C(Cc1ccc(Cl)cc1)Nc1ccc(CN2CCCCC2)cc1	11	-10	112	-4	-5	-2.1	1	-1	2	1
CC1Cc2ccccc2N1CC(=O)NCc1ccc2c(c1)OCO2 (configuration not stated)	-2	8	102	-2	-2	0.4	0	-13	0	-20
CCOc1ccc(-n2c(=O)c3c4c(sc3n(CC(=O)NCc3ccco3)c2=O)CCC4)cc1	12	-4	112	3	-1	-2.6	0	-3	16	-5
COc1cc(C2NC(=O)NC(O)(C(F)(F)F)C2C(=O)c2ccc(Cl)cc2)ccc1O (configuration not stated)	17	-4	102	-1	2	-2.8	5	10	4	9
CCCc1cc(=O)[nH]c(SCC(=O)Nc2ccc(C(=O)Nc3ccccc3OC)cc2)n1	11	-16	97	-4	4	-2.4	5	-5	1	-5
CCNC(=S)Nc1ccc(NC(=O)c2ccccc2O)cc1	13	-18	106	3	2	-2.7	0	-2	-5	-12
Cc1ccc(SC2=C(C(=O)O)CCCC2)cc1	12	7	104	17	-3	-2.2	11	4	-2	-1
COc1ccc(C(=O)C(C)[n+]2ccc(C)c3ccccc32)cc1[N+](=O)[O-] (configuration not stated)	10	-4	160	12	1	-2.1	6	-2	-3	3
COc1ccc(NS(=O)(=O)c2ccc(N3CCOCC3)c(NC(=O)c3ccccc3Br)c2)cc1	6	3	97	25	-1	-1.2	2	-3	-1	7
CN(c1ccc(C(=O)NCc2ccccn2)cc1)S(C)(=O)=O	9	1	97	-2	0	-1.6	-3	-10	1	-5
Cn1nc(-c2ccc(N3CCOCC3)c(NS(=O)(=O)c3ccccc3)c2)c2ccccc2c1=O	-5	7	99	10	5	0.9	2	10	0	2
COc1ccc(N2CC(C(=O)Nc3nnc(SCC(=O)NCC4CCCO4)s3)CC2=O)cc1 (configuration not stated)	4	7	110	-3	-3	-0.7	2	5	4	5
Oc1ccc(-n2nnnc2SCc2ccccc2Br)cc1	-21	10	115	8	-3	4.2	0	0	-3	-2
COc1ccc(S(=O)(=O)Nc2cccc(Cl)c2)cc1OC	-3	8	99	8	1	0.6	0	1	0	-5
Oc1ccc(NC(=S)N=Nc2c(O)[nH]c3ccccc23)cc1	27	1	103	4	0	-5.3	-5	1	10	3
CC1Cc2cc(S(=O)(=O)N3CCC(C(N)=O)CC3)ccc2N1C(=O)C1CC1 (configuration not stated)	18	13	104	5	0	-3.4	0	-5	-3	-8
CCC(NS(=O)(=O)c1ccc(C)cc1)C(=O)N1CCOCCOCCOCC1 (configuration not stated)	-12	-23	115	-10	8	1.5	6	-3	0	-10
CC(C)CC1C(=O)N(Cc2cn(Cc3ccco3)nn2)CCS(=O)(=O)N1Cc1ccc(-c2ccc(F)cc2)cc1 (configuration not stated)	.	.	104	.	.	.	-1	-17	-3	-18
Cc1ccccc1NS(=O)(=O)c1ccc(C(=O)NCC2CCCO2)cc1 (configuration not stated)	3	-2	97	0	5	-0.4	0	6	0	-4
Cc1cccnc1NC(=O)CCCN1C(=O)c2ccccc2C1=O	-11	11	103	-1	-5	1.8	-1	-6	1	-14
Cc1cccc(N2C(=O)CC(Sc3nc(C)cc(C)n3)C2=O)c1 (configuration not stated)	5	-19	90	3	0	-0.8	-3	-3	2	1
Cc1ccc(/C=C/C(=O)OCn2nnc3ccccc3c2=O)o1	-1	7	100	11	-3	0.1	-1	-11	-2	-4
O=C1Cn2c(nc3ccccc32)-c2ccccc2N1	.	.	103	12	.	.	0	-11	2	-3
CCOc1ccccc1NC(=O)c1cc(SC)ccc1Cl	-16	9	101	-4	-3	2.9	-1	2	-8	-5
CCC1(c2cccc(Cl)c2)NC(=O)N(Cc2cc(C(=O)OC)c(C)o2)C1=O (configuration not stated)	-21	-10	103	16	-2	3.4	-1	8	0	2
CCOc1ccc(S(=O)(=O)NCc2ccc(Cl)cc2)c2cccnc12	8	-25	99	-8	-1	-1.6	1	-1	-3	-6
CC1CC(C)(C)CC2(C1)NC(=O)N(CC(=O)N(Cc1ccccc1)c1ccccc1)C2=O (configuration not stated)	-54	18	104	-9	-7	8.1	-3	-8	4	-9
COc1ccc(CNC(=O)COC(=O)/C=C/c2cccc(Br)c2)cc1OC	-43	26	99	5	6	8.5	0	-5	-5	-11
O=C(CCC(=O)N1CCN(c2ccc(F)cc2)CC1)N1CCN(c2ccc(F)cc2)CC1	10	-23	115	-19	8	-2.0	-4	-7	-2	9
O=C(CNC(=O)c1ccc(Cl)cc1)OCn1nnc2ccccc2c1=O	14	-14	90	8	6	-3.5	0	10	1	8
COC(=O)c1sc(N)c(C(=O)OC)c1COC(=O)CNS(=O)(=O)c1cccc(C#N)c1	14	-6	102	5	0	-2.8	6	-13	4	-13
CCN(CC)CC#CC(OC)(c1ccccc1)c1ccccc1	-29	31	94	-1	1	5.6	1	-5	-7	-4
CCCc1cc(-n2ccnc2C)n2c(nc3ccccc32)c1C#N	11	-13	100	1	1	-2.0	-2	0	-1	-9
CCCNC(=O)c1ccccc1NC(=O)CN(c1ccccc1)S(=O)(=O)N(C)C	17	-6	102	47	2	-3.3	1	-1	-3	-5
CS(=O)(=O)N(CC(=O)NC1CCCC1)c1ccc(Oc2ccccc2)cc1	-23	-7	102	-22	3	4.5	-2	-5	-2	3
O=C(CCC1CCCN(Cc2ccc3c(c2)OCCO3)C1)NCc1ccc(F)c(F)c1 (configuration not stated)	5	-6	87	24	-1	-0.8	4	0	-3	-6
Cc1ccc(C(=O)NCCC2=CCCCC2)cc1S(=O)(=O)N1CCOCC1	12	-10	99	-5	4	-1.9	-3	-6	-1	-6
CCOC(=O)C1CCN(CC(O)COc2ccc(C(C)(C)C)cc2)CC1 (configuration not stated)	-9	-19	108	1	-1	1.6	3	-8	-3	-4
CC(NC(=O)COC(=O)Cc1ccsc1)c1ccccc1 (configuration not stated)	7	-30	102	5	-1	-1.3	2	-4	2	1
CCCCc1ccc(NC(=O)CSCc2cc(=O)[nH][nH]2)cc1	11	3	106	-2	2	-2.0	-1	-4	15	-1
O=C(c1c[nH]c(C(=O)C(Cl)(Cl)Cl)c1)c1ccccc1Cl	3	6	98	-17	-1	-0.6	1	-9	2	5
O=C(NCC1CCCN(Cc2ccc3nonc3c2)C1)c1ccc(F)cc1 (configuration not stated)	14	-12	99	4	0	-2.8	2	4	-3	5
O=C(CN1C(=O)NC(c2ccccc2)(c2ccccc2)C1=O)NCCc1ccc(F)cc1	10	-2	93	4	0	-2.0	-1	9	1	1
COc1cc2c(cc1NC(=O)COC(=O)/C=C/c1ccc([N+](=O)[O-])cc1)oc1ccccc12	-16	4	79	6	4	3.1	6	2	-2	-6
COc1ccc(Cl)cc1NC(=O)CN(C)C(=O)c1ccc2c(c1)OCCO2	1	-8	100	39	-4	-0.1	0	-1	-2	-1
Cc1cc(/C=C2\C(=N)N3N=C(C(C)C)SC3=NC2=O)c(C)n1-c1ccccc1	15	9	97	11	-4	-2.9	-1	-5	0	8
Cc1ccc(CN2CCN(CC(=O)NCCCN3CCN(c4ccc(F)cc4)CC3)C2=O)cc1	-5	-9	99	2	3	0.9	0	9	0	2
COc1cccc(Nc2nnc(SCC(=O)N(CC(C)C)CC(C)C)s2)c1	4	2	104	17	-1	-0.8	-2	-7	-3	-1
CC(C1CCN(Cc2nc(C3CC3)no2)CC1)N1CCOCC1 (configuration not stated)	7	0	91	-3	6	-1.4	-7	6	-1	5
CCCCC#Cc1ccccc1CC(=O)Nc1ccccc1	-29	11	102	19	1	5.2	-4	6	-2	-11
Cc1ccccc1CCN(C(=O)c1csnn1)C(C(=O)NC1CCCC1)c1ccncc1 (configuration not stated)	-16	-19	102	-2	3	1.9	3	-5	-1	9
Cc1cc(C)nc(NC(=O)c2cccc(Cl)c2)n1	9	2	98	-2	-1	-1.9	5	-7	2	12
COCCNC(=O)/C(C#N)=C\c1ccc(CNC(=O)C(=O)Nc2ccc(C)c(C)c2)o1	17	3	83	0	-4	-3.4	-5	11	1	-17
CC(C(=O)NC(c1ccccc1)c1ccccc1)N1CCOCC1 (configuration not stated)	7	-3	.	25	1	-1.1	-4	3	0	-9
COc1ccc(OC)c(C2=NOC(C(=O)NCc3ccco3)C2)c1 (configuration not stated)	7	-9	104	-6	3	-1.1	1	-15	0	-9
